GAA inhib = qHTS Assay for Inhibitors of Human alpha-Glucosidase as a Potential Chaperone Treatment of Pompe Disease | Potency, µM (top dose mostly 76.9 µM), for inactives: at the highest dose activity change, negative = inhibition, usual class: inhibitors | 200,000 compounds, 0.005% hits | purified human GAA, 4-MU-alpha-glucoside fluorescence | AID 1466, 2008 | Lysosomal alpha-glucosidase (Homo sapiens), P10253;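 further: plate controls were uninhibited enzyme wells for no effect and no-enzyme background for full effect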
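qHTS format, compound range up to 77 uM. Human lysosomal enzyme at 4 nM, 400 uM 4-MU glucoside substrate, pH 5.0, 20 min room temperature; fluorescence after alkaline stop gives activity normalized to controls.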
aGlu spleen mod = qHTS Assay for Inhibitors and Activators of Human alpha-Glucosidase From Spleen Homogenate | Lysosomal alpha-glucosidase (Homo sapiens), P10253 | human spleen homogenate, 4-MU-alpha-glucoside fluorescence | Potency, µM (series often up to 79.9 µM), for inactives: at the top dose activity change, negative = inhibition, usual class: inhibitors | 240,000 compounds, 0.006% hits | AID 2112, 2009;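 further: 0% = enzyme with vehicle and -100% = no enzyme basal signal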
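Human spleen homogenate (1 ug) with 4-methylumbelliferyl-alpha-D-glucopyranoside (1 mM final) in 50 mM citrate/phosphate pH 5.0, 0.01% Tween-20; 40 min at 37 C. Stopped at pH 10; 4-MU fluorescence Ex 365/Em 440 nm; AC50 by Hill fit.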
TexasRed fluor = Total Fluorescence Counterscreen for Inhibitors of the Interaction of Thyroid Hormone Receptor and Steroid Receptor Coregulator 2; 280,000 compounds, 0.29% hits; Potency, µM (doses to about 106 µM), inactives show at the highest dose fluorescence change, negative = quenching; TRb/SRC2 Texas Red total fluorescence interference; AID 1479, 2009; active means well fitted curve in either direction with a large enough effect; inconclusive means small, poorly fitted or top-dose-only effect
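Human TRb ligand-binding domain at 0.6 uM with 20 nM Texas Red SRC2 peptide in Tris buffer containing 1 uM T3 and 5% DMSO, incubated with compound 5 h at ambient temperature. Total fluorescence (555/632 nm) calculated as parallel + 2 × perpendicular.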
RECQ1 helicase = qHTS Assay for Inhibitors of RecQ-Like Dna Helicase 1 (RECQ1); RECQ1 DNA unwinding, red fluorescence kinetic read; 240,000 compounds, 0.54% hits; Potency, µM (top dose mostly 57.3 µM), inactives show at the highest dose activity, negative = inhibition, usual class: inhibitors; ATP-dependent DNA helicase Q1 (Homo sapiens), P46063;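 further: plate controls were vehicle for no effect and no enzyme for full effect; nearly all actives have a fitted effect of over 30% in size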
Target sequence (P46063 whole entry, looked up): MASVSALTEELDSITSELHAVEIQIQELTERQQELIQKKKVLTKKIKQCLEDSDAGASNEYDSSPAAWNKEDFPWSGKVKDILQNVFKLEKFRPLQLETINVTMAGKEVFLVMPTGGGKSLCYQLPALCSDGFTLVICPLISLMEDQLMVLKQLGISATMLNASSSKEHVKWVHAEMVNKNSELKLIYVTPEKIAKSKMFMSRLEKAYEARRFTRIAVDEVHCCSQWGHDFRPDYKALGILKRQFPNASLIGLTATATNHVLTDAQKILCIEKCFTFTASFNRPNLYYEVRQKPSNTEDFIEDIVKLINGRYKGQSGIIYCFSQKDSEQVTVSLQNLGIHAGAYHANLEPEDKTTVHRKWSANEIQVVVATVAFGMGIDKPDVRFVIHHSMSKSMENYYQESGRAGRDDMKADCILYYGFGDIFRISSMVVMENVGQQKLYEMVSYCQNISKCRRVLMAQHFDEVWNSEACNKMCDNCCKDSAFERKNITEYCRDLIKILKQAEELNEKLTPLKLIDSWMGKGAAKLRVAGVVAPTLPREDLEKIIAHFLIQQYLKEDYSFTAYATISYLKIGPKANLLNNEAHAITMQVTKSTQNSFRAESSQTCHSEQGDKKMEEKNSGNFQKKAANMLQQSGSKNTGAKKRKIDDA
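50 nM RECQ1T1 preincubated 15 min with compound in Tris pH 8.0 buffer with MgCl2, DTT, Tween-20 and 2.5 ug/ml poly(dI-dC); started with 200 nM TAMRA/BHQ-2 forked duplex and 2 mM ATP. Unwinding read as fluorescence (525/598 nm), two reads 2 h apart.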
L3MBTL1 inh = qHTS Assay for the Inhibitors of L3MBTL1; Lethal(3)malignant brain tumor-like protein 1 (Homo sapiens), Q9Y468; AlphaScreen L3MBTL1–H3K9me1 peptide binding; Potency, µM (titrated, usually from 57.1 µM), for the others: at the highest dose activity, negative = inhibition, usual class: inhibitors; 230,000 compounds, 0.66% hits; further: nearly all actives have a fitted effect of over 60% in size
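L3MBTL1 (50 nM) pre-complexed 30 min with biotinylated H3(1-15)K9me1 peptide (75 nM), then compounds added for 30 min at room temperature; AlphaScreen streptavidin donor/nickel chelate acceptor beads (10 ug/mL final) read after 30 min dark incubation.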
GAA glycogen = qHTS Assay for Inhibitors and Activators of Human alpha-Glucosidase Cleavage of Glycogen; Potency, µM (series often up to 76.4 µM), inactives show at the highest dose activity change, negative = inhibition, actives largely listed as inhibitors; Lysosomal alpha-glucosidase (Homo sapiens), P10253; AID 2100, 2009; 300,000 compounds, 0.38% hits; recombinant GAA, glycogen substrate, Amplex Red glucose oxidase fluorescence;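 further: 0% = full enzyme reaction and -100% = no-enzyme basal signal; the screen sought inhibitors and activators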
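Natural-substrate format: glycogen cleavage by 4 nM human enzyme, glucose read by Amplex Red coupling (Ex 573, Em 610 nm). Normalized to enzyme and no-enzyme controls.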
GoLoco inh red = qHTS Assay for Inhibitors of RGS12 GoLoco Motif Activity (Red Fluorophore) | Guanine nucleotide-binding protein G(i) subunit alpha-1 (Homo sapiens), P63096 | Gai1:RGS12 GoLoco peptide FP, rhodamine, 10 min | Potency, µM (doses to about 61.6 µM), for inactives: top-dose activity, negative = inhibition, actives largely listed as inhibitors | 230,000 compounds, 0.44% hits | AID 880, 2007; active means well fitted inhibition curve with a large enough effect, not every such curve was filed as active; inactive means no such curve, though single readings can be large or run the other way; further: nearly all actives have a fitted effect of over 30% in size; many of its hits are not listed in these tables
Target sequence (P63096 whole entry, looked up): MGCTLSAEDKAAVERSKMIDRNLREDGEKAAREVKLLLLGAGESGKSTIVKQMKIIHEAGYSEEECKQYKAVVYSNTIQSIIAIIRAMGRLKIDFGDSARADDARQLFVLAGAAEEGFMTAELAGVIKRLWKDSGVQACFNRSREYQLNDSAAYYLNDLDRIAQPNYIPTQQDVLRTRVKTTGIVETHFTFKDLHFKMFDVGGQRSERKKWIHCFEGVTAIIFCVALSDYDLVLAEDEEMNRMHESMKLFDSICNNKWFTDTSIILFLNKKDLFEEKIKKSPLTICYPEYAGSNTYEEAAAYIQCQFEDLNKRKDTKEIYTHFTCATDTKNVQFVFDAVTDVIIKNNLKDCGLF
TRb-SRC2 inh = qHTS for Inhibitors of the Interaction of Thyroid Hormone Receptor and Steroid Receptor Coregulator 2 | AID 1469, 2008 | Thyroid hormone receptor beta (Homo sapiens), P10828 | TRbeta-SRC2 peptide binding, fluorescence polarization; receptor liganded with 1 µM T3 | 280,000 compounds, 0.065% hits | Potency, µM (top dose mostly 106 µM), without a hit: at the highest dose activity change, negative = inhibition, hits mostly inhibitors;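 further: plate controls were bound peptide for no effect and peptide without receptor for full effect; nearly all actives have a fitted effect of over 50% in size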
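Binding of a 20-amino-acid Texas Red SRC2 peptide (20 nM) to TRb ligand-binding domain (0.6 uM) with agonist T3 at 1 uM was followed by fluorescence polarization after a 5 hr room-temperature incubation.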
Numbers without * were called inactive; i = inactive; ? = inconclusive; / = no result given; & = joins results of further samples; [ ] = dose if it differs, or a comment. Unless noted, the call rests on the fitted dose curve; in most records, active means well fitted curve in the direction sought with a large enough effect; inconclusive means small, poorly fitted or top-dose-only effect, or another doubt; inactive means no such curve, though single readings can be large; an effect the other way counts as inactive or inconclusive. Unless noted, on the % scale 0 is the no-effect control and ±100 the full control effect; potency means the concentration at half of the fitted maximal effect. This is a subset, so the mix of outcomes need not match the whole.

SMILES | GAA inhib | aGlu spleen mod | TexasRed fluor | RECQ1 helicase | L3MBTL1 inh | GAA glycogen | GoLoco inh red | TRb-SRC2 inh
CCOC(=O)C1=C(C)OC(N)=C(C#N)C1c1cc2c(cc1[N+](=O)[O-])OCO2 (stereo not drawn) | 3% | -12% | -3% | 2% | / | -2% | -37% | -8%
O=C(NCc1ccccn1)C(=O)Nc1nc(-c2ccccc2)cs1 | / | -1% | 4% | i | 11% | 3% | 6% | 0%
COc1ccc(NC(=O)c2cc(SC)ccc2Cl)cc1 | -16% | -4% | 0% | -5% | 12% | 9% | -1% | 4%
COc1ccc(S(=O)(=O)Oc2ccc3c(c2)O/C(=C\c2cccnc2)C3=O)cc1 | -7% | 2% | -3% | i | / | 12% | 5% | -2%
COc1cc(C(=O)NNC2=CC(=O)CC(C)(C)C2)cc(OC)c1OC | -5% | -5% | -3% | -6% | 10% | -22% | 7% | -3%
CC1(C)CNC(=O)C=C(c2ccccc2)C1 | 6% | -3% | -6% | i | / | 7% | 8% | 6%
CC(=O)Nc1ccc(S(=O)(=O)N2CCN(CC(=O)NC3CCCC3)CC2)cc1 | ? | 1% | 0% | i | 5% | -12% | / | -12%
CCOc1ccccc1OCCCOc1ccc([N+](=O)[O-])cc1Cl | -12% | 6% | -1% | -16% | 5% | 2% | 14% | -2%
Cc1ncn(-c2ccc(C(=O)Oc3ccccc3)cn2)n1 | 2% | -15% | -3% | -2% | -6% | 0% | 7% | -2%
CS(=O)(=O)Nc1ccc2c(c1)nc1n2CCOC1 | 6% | 3% | 1% | i | 6% | -4% | 0% | 2%
O=C(COc1ccc(Br)cc1)N1CCCCCC1 | 2%[15.4 µM] | 9% | -6% | -9% | 10% | -4% | 6% | -3%
O=C(Nc1ccc(Cl)cc1)Nc1ccc(N2CCOCC2)cc1 | -6% | -1% | -2% | 2% | / | 0% | 4% | -1%
N#CCN1CCN(CC(=O)Nc2ccc(OCc3ccccc3)cc2)CC1 | 3% | 0% | -3% | -14% | 2% | 0% | 5% | -5%
O=P(O)(O)c1ccccc1OCCCCCOc1ccccc1P(=O)(O)O | 0% | 1% | 1% | -4% | -1% | -1% | -7% | 3%
CCOC(=O)C1C(C#N)=C(N)OC(C)=C1c1ccncc1 (stereo not drawn) | -8% | 1% | 2% | i | 5% | 7% | 5% | 4%
COc1ccc(N2CCCn3c2nc2c3c(=O)n(Cc3ccccc3)c(=O)n2C)c(OC)c1 | ? | 5% | 1%[53 µM] | -10% | 5% | -9% | 1% | -7%[53 µM]
NNC(=O)c1ccc(N2CCc3ccccc32)c([N+](=O)[O-])c1 | -4% | -11% | -3% | i | -20% | ? | 7% | -2%
COc1cc(C2CC(=O)NC3=C2C(=O)CC(C)(C)C3)ccc1O (stereo not drawn) | -8%[15.4 µM] | -13% | 0% | 16% | 6% | ? | -12% | 1%
CN(C(=O)COC(=O)CNC(=O)CNC(=O)c1ccc(Cl)cc1Cl)c1ccccc1 | 5% | 3% | -3% | i | -5%[11.4 µM] | 28% | 12% | -6%
Brc1ccc(C2=Nn3c(nnc3-c3cccnc3)SC2)s1 | -9% | 3% | -2% | 8% | 10% | 3% | -9% | -7%
O=C(NC1CCCCC1)c1ccc(CNc2nc(=S)[nH]c3ccccc23)cc1 | -4% | 6% | 1% | -15% | 10% | 4% | 2% | 0%
CCOC(=O)N1CCC(NC(=O)CN2C(=O)CCSc3ccccc32)CC1 | -12% | 2% | -5% | -1% | 3% | 7% | -1% | -9%
Cc1occc1C(=O)NNC(=O)c1ccc(F)cc1 | 3% | 11% | -1% | i | -1% | -1% | 4% | -21%
O=C(Nc1ccc(O)c2c(=O)cc(-c3ccccc3Cl)oc12)c1ccc(Cl)cc1Cl | / | -1%&-5% | -3%&-5% | i | / | 1% | 4% | 4%&4%
COCCCn1c(=N)c(C(=O)NCC2CCCO2)cc2c(=O)n3cccc(C)c3nc21 (stereo not drawn) | ? | 1% | -1% | -9% | -14% | 1% | 14% | 4%
CCOc1ccc(Cc2nccc3cc(OCC)c(OCC)cc23)cc1OCC | / | -3% | -1% | 20% | / | / | 4% | 0%
Cc1onc(-c2c(Cl)cccc2Cl)c1C(=O)Nc1ccc2c(c1)OCCO2 | -11% | 4% | -4% | -12% | 0% | -4% | 2% | -1%
CCCCCC(C)n1[nH]c(=O)c2c(C)cc(C)nc21 (stereo not drawn) | -3%[15.4 µM] | -5% | -6% | -11% | 2% | -8% | -9% | -3%
CCC(C(=O)NC(C)(C)C)N(C(=O)Cn1nnc(-c2ccccc2F)n1)c1cnc2ccccc2c1 (stereo not drawn) | 4% | -5% | 1% | -1% | 5% | 3% | 2% | 9%
CC(C)CC(=O)NC(NC(=S)Nc1sc2c(c1C#N)CCCC2)C(Cl)(Cl)Cl (stereo not drawn) | -8% | 1% | -2% | -9% | -6% | 28µM* | 13% | -2%
O=C(C1CC12CCCC2)N1CCC(CO)(Cc2ccccc2Cl)CC1 (stereo not drawn) | ? | 7% | -2%[53 µM] | 10% | -10% | -2% | 9% | 0%[53 µM]
COc1ccc(C(=O)NCCSCc2ccccc2C)cc1 | -9% | -1% | -3% | i | -2% | 2% | 14% | 0%
CCn1c(COc2cc(C)cc(C)c2)nnc1SCC(=O)N1CCN(c2ccccc2)CC1 | -2% | -8% | -2% | -5% | 1% | 7% | 2% | -12%
C=CCN(CC=C)C(=O)C[n+]1ccc(C(N)=O)cc1 | / | 5% | 2% | -14% | 18% | 3% | -4% | 0%
CC1=C(C)C(OCCBr)N(c2cc(O)c(Cl)cc2F)C1=O (stereo not drawn) | / | 2% | -2% | -8% | 5% | 5% | 3% | 5%
CCCCN(C(=S)SC)C1CCS(=O)(=O)C1 (stereo not drawn) | / | 1% | 0% | -11% | 4% | 8% | 1% | 7%
O=C(CCCn1c(=O)c2sccc2n(Cc2ccc(F)cc2)c1=O)NCc1ccco1 | -1% | 4% | -1% | 1% | -3% | 0% | -10% | 4%
CCC(=O)NC(=S)NNC(=O)c1ccccc1[N+](=O)[O-] | 5% | 3% | 0% | -5% | 12% | -8% | -16% | 4%
COc1ccc(C2CC(c3ccccc3)=NN2C(=S)Nc2ccccc2)cc1 (stereo not drawn) | -15% | 0% | -3% | 0% | -18% | 17% | -2% | 4%
O=C(NCc1ccc2c(c1)OCO2)c1ccc(CN2CCc3ccccc3C2)cc1 | -14% | -2% | -2% | -2% | -8% | 7% | -7% | 8%
CCOC(=O)CCCCC(=O)c1[nH]c(=O)[nH]c1CSc1nc(-c2ccccc2)c(C#N)c(=O)[nH]1 | ? | -22% | -7% | 4% | -28% | 35µM* | 7% | -3%
CC(C)[C@@H](CC(=O)N[C@@H]1CCCC[C@H]1C(=O)N[C@H](CC(=O)N[C@@H](CCC(=O)O)CC(=O)O)Cc1ccccc1)NC(=O)C[C@H](Cc1c[nH]c2ccccc12)NC(=O)[C@@H]1CNCC[C@H]1N | / | -11% | 0% | -6% | / | / | 2% | 1%
CCOC(=O)C1/C(=N\O)CC(C)(O)C(C(=O)OCC)C1c1ccc(OC)c(OC)c1 (stereo not drawn) | 3% | -5% | 3% | -5% | 1% | -6% | -2% | -6%
COc1ccc(NC(=O)C2CCC(C)(C(=O)O)C2(C)C)cc1 (stereo not drawn) | -2% | -4% | -2% | -2% | / | -13% | -1% | -6%
O=C(Nc1cccnc1Cl)c1cc([N+](=O)[O-])ccc1Cl | -15% | -1% | -3% | i | / | -16% | 3% | -2%
COc1ccc(-c2nnc(SCC(=O)OC3CCCCC3)o2)cc1OC | -4% | -17% | 1% | -20% | 6% | -9% | -3% | -5%
C1N2CN3CN1CN(C2)C3 | / | -4% | 0% | -3% | / | / | 4% | -8%
Cc1c(-n2c(-c3ccccc3Cl)n[nH]c2=S)c(=O)n(-c2ccccc2)n1C | 5% | 1% | -2% | -6% | -14% | 6% | 13% | -2%
Cc1ccccc1C(=O)N1CCC(C(=O)Nc2ccc3c(c2)OCCO3)CC1 | -7% | 8% | -2% | -15% | / | 5% | 7% | -11%
COC(=O)NC(NS(=O)(=O)c1ccccc1)(C(=O)OC)C(F)(F)F (stereo not drawn) | ? | 4% | 1% | 5% | ? | 5% | 68%[activator] | 9%
O=C(O)CN(C1CCCCC1)S(=O)(=O)c1ccc(F)cc1 | 4% | -12% | -1% | -9% | 11% | -3% | 4% | -4%

Structural class, the compounds so far containing two or more sulfur atoms (three)
SMILES | GAA inhib | aGlu spleen mod | TexasRed fluor | RECQ1 helicase | L3MBTL1 inh | GAA glycogen | GoLoco inh red | TRb-SRC2 inh
Brc1ccc(C2=Nn3c(nnc3-c3cccnc3)SC2)s1 | -9% | 3% | -2% | 8% | 10% | 3% | -9% | -7%
CC(C)CC(=O)NC(NC(=S)Nc1sc2c(c1C#N)CCCC2)C(Cl)(Cl)Cl (stereo not drawn) | -8% | 1% | -2% | -9% | -6% | 28µM* | 13% | -2%
CCCCN(C(=S)SC)C1CCS(=O)(=O)C1 (stereo not drawn) | / | 1% | 0% | -11% | 4% | 8% | 1% | 7%
